Screens from PubChem BioAssay.
All columns: NCI-60 one-dose screen, growth in % after 48 h at 10 µM unless noted; 100 = growth as untreated, 0 = no growth, -100 = all killed.
MDA-MB-468 – MDA-MB-468 breast cancer | hit rate 8.5% among 78,000
BT-549 – BT-549 breast cancer; AID 1794793; hit rate 4.4% among 78,000
SR – SR leukemia cells | hit rate 8.7% among 73,000 | AID 1794780
MDA-MB-435 – MDA-MB-435 melanoma | hit rate 7.8% among 82,000
MDA-MB-231 – MDA-MB-231 breast cancer | hit rate 5% among 81,000
MOLT-4 – MOLT-4 leukemia cells; hit rate 6.9% among 80,000; AID 1794779
K-562 – K-562 leukemia | hit rate 7.4% among 78,000 | AID 1794777
MCF7 – MCF7 breast cancer; hit rate 6.3% among 82,000
An asterisk follows results filed as active; & = joins results of further samples; ! = repeats disagree; [ ] = remark or other dose. How the source made its calls: active means growth percent below 10; inactive means the rest.

Cc1ccc(C(=O)C2C(c3ccccc3)N2C2CCCCC2)cc1 (configuration not stated) was read as BT-549 105&104, SR 97&94, MDA-MB-435 88&95, MDA-MB-231 112&117, MOLT-4 93&95, K-562 83&87 and MCF7 94&97.
For COc1cc(C(=O)/C=C/c2sc(N(CCCl)CCCl)nc2Cl)cc(OC)c1OC the results were MDA-MB-468 77, BT-549 93, SR 61, MDA-MB-435 95, MDA-MB-231 75, MOLT-4 78, K-562 70 and MCF7 83.
`CCOP(=O)(OCC)/C(C#N)=C/c1ccc(Cl)cc1` gave MDA-MB-468 82, BT-549 88, SR 102, MDA-MB-435 94, MDA-MB-231 111, MOLT-4 90, K-562 112 and MCF7 94.
For O=C(O)C1C2c3ccccc3C(O)C1(C(=O)O)c1ccccc12 (configuration not stated) the results were MDA-MB-468 101, BT-549 98, MDA-MB-435 103, MDA-MB-231 95, MOLT-4 115, K-562 121 and MCF7 105.
O=C(COc1ccc([N+](=O)[O-])cc1Cl)Nc1ccc(S(=O)(=O)F)cc1Cl was read as BT-549 98, SR 92, MDA-MB-435 105, MDA-MB-231 118, MOLT-4 78, K-562 97 and MCF7 98.
For CC(CCc1ccccc1)NC(C)C(O)c1ccc(O)cc1 (configuration not stated) the results were MDA-MB-468 118&101, BT-549 121, SR 87&109, MDA-MB-435 104&94, MDA-MB-231 89&99, MOLT-4 89&100, K-562 88&101 and MCF7 85&102.
`CN1C(=O)C(=Cc2ccc(O)cc2)C(=O)N(C)C1=O` gave MDA-MB-468 103, BT-549 101, SR 107, MDA-MB-435 98, MDA-MB-231 105, MOLT-4 103, K-562 108 and MCF7 91.
O=c1[nH]c2cc(Cl)ccc2n1C1CCN(CCCC(c2ccc(F)cc2)c2ccc(F)cc2)CC1 was read as BT-549 78, SR 16, MDA-MB-435 18, MDA-MB-231 29, MOLT-4 -28*, K-562 -60* and MCF7 -32*.
`ClC(Cl)=C(Cl)C(Cl)=C(Cl)Cl` gave MDA-MB-468 90, BT-549 104, SR 93, MDA-MB-435 110, MDA-MB-231 103, MOLT-4 92, K-562 97 and MCF7 106.
O=S1(=O)CCCCO1 was read as MDA-MB-468 103, BT-549 105, SR 86, MDA-MB-435 114, MDA-MB-231 114, MOLT-4 85, K-562 99 and MCF7 94.
For Oc1c(Br)cccc1Br the results were MDA-MB-468 125, SR 85, MDA-MB-435 114, MDA-MB-231 112, MOLT-4 84, K-562 90 and MCF7 97.
`N#CC(O)c1ccccc1` (configuration not stated) gave BT-549 94, MDA-MB-435 107, MDA-MB-231 95, MOLT-4 93, K-562 94 and MCF7 98.
CC(C)c1cccc(C(C)C)c1OCCCN(C)C was read as MDA-MB-468 101, BT-549 106, SR 108, MDA-MB-435 107, MDA-MB-231 93, MOLT-4 102, K-562 106 and MCF7 94.
For Cc1ccc(OCC(C)N(CCCl)Cc2ccccc2)cc1 (configuration not stated) the results were MDA-MB-468 88, BT-549 103, SR 126, MDA-MB-435 99, MDA-MB-231 99, MOLT-4 103, K-562 103 and MCF7 86.
O=S(=O)(F)c1ccc(Cl)cc1 was read as MDA-MB-468 121, BT-549 112, SR 107, MDA-MB-435 108, MDA-MB-231 115, MOLT-4 105, K-562 112 and MCF7 102.
Screening Clc1ccc(COC(Cn2ccnc2)c2ccc(Cl)cc2Cl)c(Cl)c1 (configuration not stated) returned MDA-MB-468 33, BT-549 41&52, SR 65, MDA-MB-435 8.5*!, MDA-MB-231 67&49, MOLT-4 45&42, K-562 14&26 and MCF7 35&39.
ClCC[N+]12CC[N+](CCCl)(CC1)C2 was read as MDA-MB-468 96, BT-549 104, SR 93, MDA-MB-435 93, MDA-MB-231 113, MOLT-4 100, K-562 118 and MCF7 95.
For CO[C@H](C(=O)O)[C@@H]1Cc2cc3cc(OC4CC(OC5CC(O)C(O)C(C)O5)C(O)C(C)O4)c(C)c(O)c3c(O)c2C(=O)[C@H]1OC1CC(OC2CC(OC3CC(C)(O)C(O)C(C)O3)C(O)C(C)O2)C(O)C(C)O1 (some centres not stated) the results were MDA-MB-468 -17*, BT-549 -42*, SR 10, MDA-MB-435 1.2*, MDA-MB-231 20, MOLT-4 1.8*, K-562 12 and MCF7 7.4*.
`C[C@@]12CCCc3coc(c31)C(=O)c1cc3c(cc12)C(=O)C1=C(NCCS1(=O)=O)C3=O` gave MDA-MB-468 -66*, BT-549 -52*, SR -13*, MDA-MB-435 -83*, MDA-MB-231 -24*, MOLT-4 -31*, K-562 -39* and MCF7 -54*.
CN(c1ccccc1)P(=O)(N1CC1)N1CC1 was read as MDA-MB-468 77, BT-549 90, SR 52, MDA-MB-435 112, MDA-MB-231 99, MOLT-4 85, K-562 77 and MCF7 82.
Screening CCOP(=O)(NCCc1ccccc1)OCC returned MDA-MB-468 114, BT-549 130, SR 128, MDA-MB-435 119, MDA-MB-231 102, MOLT-4 104, K-562 104 and MCF7 98.
For CCCCOC1OCN(C2CCCCC2)CC1(C)C (configuration not stated) the results were MDA-MB-468 100, BT-549 103, SR 111, MDA-MB-435 101, MDA-MB-231 122, MOLT-4 108, K-562 94 and MCF7 102.
Screening CC(C)N=C(NC(C)C)N1CC1 returned MDA-MB-468 118, BT-549 114, SR 122, MDA-MB-435 103, MDA-MB-231 97, MOLT-4 105, K-562 124 and MCF7 102.
CNCC(O)c1ccc(O)cc1 (configuration not stated) was read as MDA-MB-468 97&100, BT-549 103&113, SR 112, MDA-MB-435 97&103, MDA-MB-231 81&101, MOLT-4 92&134, K-562 92&127 and MCF7 96&93.
For Cn1nc(-c2ccc(S(=O)(=O)F)cc2)s/c1=N/NC(=O)c1ccccc1 the results were MDA-MB-468 108, BT-549 120, MDA-MB-435 102, MOLT-4 113, K-562 100 and MCF7 89.
`C=CCC1(CC=C)C(=O)N(C)C(=O)N(c2ccccc2)C1=O` gave MDA-MB-468 112, BT-549 108, SR 113, MDA-MB-435 102, MDA-MB-231 110, MOLT-4 101, K-562 106 and MCF7 102.
Screening NCCc1c[nH]c2ccc(F)cc12 returned MDA-MB-468 100, BT-549 104, MDA-MB-435 117, MDA-MB-231 94 and MCF7 100.
Screening CCCn1nnnc1N returned MDA-MB-468 99, BT-549 85, SR 106, MDA-MB-435 110, MDA-MB-231 100, MOLT-4 113, K-562 114 and MCF7 92.
OC(c1ccccc1)C1CCNCC1 (configuration not stated) (tested in a mixture with another compound) was read as MDA-MB-468 96, BT-549 100, SR 101, MDA-MB-435 106, MDA-MB-231 113, MOLT-4 87, K-562 102 and MCF7 93.
For O=C1CC2(CCNCC2)Oc2cccnc21 the results were MDA-MB-468 104, BT-549 112, SR 99, MDA-MB-435 107, MDA-MB-231 108, MOLT-4 102, K-562 97 and MCF7 100.
For Oc1ccc(Cc2ccc(O)cc2)cc1 the results were MDA-MB-468 101, BT-549 111, SR 96, MDA-MB-435 98, MDA-MB-231 109, MOLT-4 102, K-562 114 and MCF7 119.
C[Se]CC(O)C(=O)N1CCOCC1 (configuration not stated) was read as MDA-MB-468 116, BT-549 93, SR 105, MDA-MB-435 101, MDA-MB-231 101, MOLT-4 101, K-562 121 and MCF7 99.
Screening Nc1c(Br)cc(Br)cc1Br returned MDA-MB-468 114, BT-549 113, SR 119, MDA-MB-435 110, MDA-MB-231 104, MOLT-4 102, K-562 109 and MCF7 96.
C#Cc1cccc(NC(=O)Nc2ccc(NS(=O)(=O)F)cc2)c1 was read as MDA-MB-468 103[8.25 µM], BT-549 102[8.25 µM], SR 99[8.25 µM], MDA-MB-435 109[8.25 µM], MDA-MB-231 95[8.25 µM], MOLT-4 111[8.25 µM], K-562 101[8.25 µM] and MCF7 94[8.25 µM].
`Oc1ccc(Cl)cc1Cc1ccccc1` gave MDA-MB-468 101, BT-549 96, SR 115, MDA-MB-435 108, MDA-MB-231 102, MOLT-4 105, K-562 112 and MCF7 116.
For CCCCCCCCCCCC1CCCC(C)N1 (configuration not stated) the results were MDA-MB-468 73, SR -28*, MDA-MB-435 72, MDA-MB-231 72, MOLT-4 14, K-562 6.2* and MCF7 44.
For O=C(CBr)OCCOC(=O)CBr the results were MDA-MB-468 33, BT-549 65, SR 8.4*, MDA-MB-435 92, MDA-MB-231 81, MOLT-4 64, K-562 63 and MCF7 69.
For O=C(CCN1CC2CCC(CC2)C1)c1ccco1 the results were MDA-MB-468 111, BT-549 114, SR 82, MDA-MB-435 103, MDA-MB-231 110, MOLT-4 95, K-562 93 and MCF7 111.
For S=C=NCc1ccccc1 the results were MDA-MB-468 103, BT-549 112, SR 116, MDA-MB-435 111, MDA-MB-231 92, MOLT-4 122 and MCF7 104.
CC(=O)OCC1O[C@@H]([S-])C(OC(C)=O)[C@H](OC(C)=O)[C@@H]1OC(C)=O.[Au+].c1ccc(CN2[CH-]N(Cc3ccccc3)C(c3ccccc3)=C2c2ccccc2)cc1 was read as MDA-MB-468 -62*, BT-549 -30*, SR -29*, MDA-MB-435 48, MDA-MB-231 -29*, MOLT-4 11, K-562 1.6* and MCF7 -3.5*.

Molecules listed so far that contain an NH in an aromatic ring (two):
O=c1[nH]c2cc(Cl)ccc2n1C1CCN(CCCC(c2ccc(F)cc2)c2ccc(F)cc2)CC1 was read as BT-549 78, SR 16, MDA-MB-435 18, MDA-MB-231 29, MOLT-4 -28*, K-562 -60* and MCF7 -32*.
Screening NCCc1c[nH]c2ccc(F)cc12 returned MDA-MB-468 100, BT-549 104, MDA-MB-435 117, MDA-MB-231 94 and MCF7 100.

Compounds listed so far containing a furan ring, fused or not, in the order listed:
`C[C@@]12CCCc3coc(c31)C(=O)c1cc3c(cc12)C(=O)C1=C(NCCS1(=O)=O)C3=O` gave MDA-MB-468 -66*, BT-549 -52*, SR -13*, MDA-MB-435 -83*, MDA-MB-231 -24*, MOLT-4 -31*, K-562 -39* and MCF7 -54*.
For O=C(CCN1CC2CCC(CC2)C1)c1ccco1 the results were MDA-MB-468 111, BT-549 114, SR 82, MDA-MB-435 103, MDA-MB-231 110, MOLT-4 95, K-562 93 and MCF7 111.

Remaining list, next part:
Screening c1ccc(Nc2ccc3ccccc3c2)cc1 returned MDA-MB-468 119, BT-549 106, SR 94, MDA-MB-435 116, MDA-MB-231 102, MOLT-4 89, K-562 97 and MCF7 106.
`O=C(CBr)c1cccnc1` gave MDA-MB-468 103, BT-549 98, SR 92, MDA-MB-435 107, MDA-MB-231 108, MOLT-4 84, K-562 95 and MCF7 94.
O=C(O)c1ccc([N+](=O)[O-])c([N+](=O)[O-])c1 was read as MDA-MB-468 105, BT-549 120, SR 112, MDA-MB-435 101, MDA-MB-231 99, MOLT-4 94, K-562 95 and MCF7 105.
`O=[N+]([O-])c1cccc(P(=O)(O)O)c1` gave MDA-MB-468 96, BT-549 113, SR 94, MDA-MB-435 99, MDA-MB-231 112, MOLT-4 118, K-562 106 and MCF7 93.
For NC1=NNC2NNC(N)=NC2=N1 (configuration not stated) the results were MDA-MB-468 109, BT-549 96, MDA-MB-231 110, MOLT-4 94, K-562 97 and MCF7 102.
COc1ccccc1/C=C(/C)[N+](=O)[O-] was read as MDA-MB-468 103&14, BT-549 101&84, SR 92&10, MDA-MB-435 105&79, MDA-MB-231 105&70, MOLT-4 102&14, K-562 98&40 and MCF7 7.4*!.
NC(Cc1ccccc1)c1ccccc1 (configuration not stated) was read as MDA-MB-468 105&107, BT-549 89&91, SR 94&100, MDA-MB-435 102&106, MDA-MB-231 95&102, MOLT-4 94&116, K-562 94&108 and MCF7 97&97.
`c1cncc([C@@H]2CCCCN2)c1` gave BT-549 99, MDA-MB-435 116, MDA-MB-231 104, K-562 98 and MCF7 98.
`ClC(OCC(Cl)(Cl)Cl)C(Cl)(Cl)Cl` (configuration not stated) gave MDA-MB-468 100, BT-549 110, MDA-MB-435 105, MDA-MB-231 103, MOLT-4 115, K-562 99 and MCF7 100.
For CCCCN(CCCC)CC(O)c1ccc(C2CCCCC2)cc1 (configuration not stated) the results were MDA-MB-468 86, BT-549 95, SR 76, MDA-MB-435 91, MDA-MB-231 77, MOLT-4 94, K-562 78 and MCF7 88.
Screening C[C@]1(O)CC[C@H]2[C@@H]3CC[C@H]4CC(=O)CC[C@]4(C)C3=CC[C@@]21C returned MDA-MB-468 94, BT-549 114, MDA-MB-435 114, MDA-MB-231 109, MOLT-4 103, K-562 106 and MCF7 116.
`c1c[se]c(-c2nc3ccccc3[nH]2)c1` gave MDA-MB-468 104, BT-549 100, SR 103, MDA-MB-435 114, MDA-MB-231 106, MOLT-4 98, K-562 105 and MCF7 98.
`O=C(CCl)c1ccccc1` gave MDA-MB-468 99, BT-549 105, SR 105, MDA-MB-435 103, MDA-MB-231 102, MOLT-4 110, K-562 109 and MCF7 96.
`ClCCN(CCCl)c1nc(Cl)c(C2CC(c3ccc(Br)cc3)=NN2c2ccccc2)s1` (configuration not stated) gave MDA-MB-468 82, BT-549 94, SR 82, MDA-MB-435 96, MDA-MB-231 83, MOLT-4 66, K-562 69 and MCF7 79.
Cc1ccc(N2CCN(CCO)CC2)cc1 was read as MDA-MB-468 98&101, BT-549 93&85, SR 84&60, MDA-MB-435 98&98, MDA-MB-231 102&114, MOLT-4 97&68, K-562 102&92 and MCF7 95&162.
`O=C(CCl)Nc1nccs1` gave MDA-MB-468 53, BT-549 54, SR 60, MDA-MB-435 86, MDA-MB-231 87, MOLT-4 42, K-562 64 and MCF7 48.

Looked up one by one from the entries so far (3):
Screening C[C@]1(O)CC[C@H]2[C@@H]3CC[C@H]4CC(=O)CC[C@]4(C)C3=CC[C@@]21C returned MDA-MB-468 94, BT-549 114, MDA-MB-435 114, MDA-MB-231 109, MOLT-4 103, K-562 106 and MCF7 116.
`O=C(CBr)c1cccnc1` gave MDA-MB-468 103, BT-549 98, SR 92, MDA-MB-435 107, MDA-MB-231 108, MOLT-4 84, K-562 95 and MCF7 94.
`ClCCN(CCCl)c1nc(Cl)c(C2CC(c3ccc(Br)cc3)=NN2c2ccccc2)s1` (configuration not stated) gave MDA-MB-468 82, BT-549 94, SR 82, MDA-MB-435 96, MDA-MB-231 83, MOLT-4 66, K-562 69 and MCF7 79.

Some of the compounds tested; rates above refer to the full screens.
